RGS4 inhibitor – human RGS4 inhibition; Potency, µM (titrated, usually from 114 µM), for the others: top-dose activity change, negative = inhibition, most hits filed as inhibitors; AID 504845; Transcreener GDP fluorescence polarization, RGS4-accelerated GTP hydrolysis; 0.039% of 390,000 active; also: potency is read from the fitted curve at half-maximal effect; % is scaled to controls: 0 for no effect and ±100 for the full control effect; nearly all actives have a fitted effect of over 75% in size; some results filed as inactive show a strong effect at the top dose
Target sequence (P49798 whole entry, looked up): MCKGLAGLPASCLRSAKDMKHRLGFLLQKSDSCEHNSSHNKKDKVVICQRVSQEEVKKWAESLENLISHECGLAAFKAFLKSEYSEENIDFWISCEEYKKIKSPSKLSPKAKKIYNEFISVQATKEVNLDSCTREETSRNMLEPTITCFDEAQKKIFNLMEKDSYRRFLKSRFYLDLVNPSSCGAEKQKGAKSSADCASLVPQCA
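MLSMR compounds (23 nl, pin-transferred) preincubated 10 min at room temperature with a 500nM (2x) first reagent, then RGS4 at 900nM (2x) plus Transcreener GDP mix added; fluorescence polarization (620/688 nm) read before and after 90 min at 30 °C.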
G9a inh – G9a (human) methyltransferase inhibition; Potency, µM (highest dose often 102 µM), inactives show at the highest dose activity, negative = inhibition, most hits filed as inhibitors; 8.8% of 350,000 active; Q96KQ7; G9a H3K9 monomethylation, AlphaScreen, 2 h; also: potency is read from the fitted curve at half-maximal effect; % is scaled to controls: 0 for no effect and ±100 for the full control effect; nearly all actives have a fitted effect of over 75% in size
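Quantitative HTS format: methyltransferase activity on a biotin-tagged H3K9 peptide is measured by AlphaScreen, using a rabbit anti-monomethyl-H3K9 antibody with streptavidin donor and anti-IgG acceptor beads. Final levels are 20 nM enzyme, 500 nM peptide, 20 uM SAM; 2 h RT.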
GLS inh – blocks human kidney-isoform glutaminase activity; O94925; GLS enzymatic activity, qHTS titration; Potency, µM (doses to about 45.5 µM), without a hit: at the top dose activity change, negative = inhibition, actives largely listed as inhibitors; 0.21% of 410,000 active; AID 624170; also: potency is read from the fitted curve at half-maximal effect; % is scaled to controls: 0 for no effect and ±100 for the full control effect
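Assay buffer: 45 mM KH2PO4 pH 8.2, 0.02% Tween-20. hKGA acts on L-glutamine (1 mM solution added); product glutamate is reported by an oxidase/peroxidase Amplex Red coupling, with fluorescence taken at baseline and 30 min.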
BAZ2B block – blocks human BAZ2B. AlphaScreen BAZ2B-H3K14Ac peptide displacement. 4.4% of 360,000 active. Q9UIF8. Potency, µM (doses to about 114 µM), for the others: at the highest dose activity change, negative = inhibition, usual class: inhibitors. AID 504333; also: potency is read from the fitted curve at half-maximal effect; % is scaled to controls: 0 for no effect and ±100 for the full control effect; nearly all actives have a fitted effect of over 60% in size
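In this displacement format the biotinylated H3(5-23) peptide acetylated at Lys14 serves as ligand at 50 nM, with BAZ2B at 50 nM in PBS pH 7.4 containing 0.01% Tween-20. Donor and acceptor beads are 10 ug/mL final.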
ERG Ets-DNA blk – ERG Ets/DNA interaction inhibition; P11308; fluorescence polarization, His-ERG Ets domain / labelled DNA; Potency, µM (doses to about 76.9 µM), inactives show at the top dose FP activity, negative = inhibition, usual class: inhibitors; 0.028% of 370,000 active; active = well fitted inhibition curve with a large enough effect in the polarisation, with a control signal flat; inconclusive = small, poorly fitted or top-dose-only effect, or effect the other way, or a change in a side signal; inactive = no such curve, though single readings can be large or run the other way; the % refers to the polarisation;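 also: polarization taken with two DNA probes labelled with fluorescein and Texas red; potency is read from the fitted curve at half-maximal effect; % of control where 0% means no effect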
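His-tagged ERG Ets domain (1 uM in the protein solution; 300mM KCl, 50mM Tris-HCl, 1mM EDTA, 1mM DTT, pH 7.5) received compound, then a probe mix of 5 nM fluorescein-DNA and 100nM Texas-615-DNA. Fluorescence polarization was read for both dyes.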
12-LOX inh – blocks human arachidonate 12S-lipoxygenase. P18054. purified 12hLO, xylenol orange hydroperoxide absorbance. Potency, µM (highest dose often 108 µM), without a hit: at the top dose activity change, negative = inhibition, hits mostly inhibitors. 1.1% of 580,000 active; also: potency is read from the fitted curve at half-maximal effect; % is scaled to controls: 0 for no effect and ±100 for the full control effect
Target sequence (P18054 whole entry, looked up): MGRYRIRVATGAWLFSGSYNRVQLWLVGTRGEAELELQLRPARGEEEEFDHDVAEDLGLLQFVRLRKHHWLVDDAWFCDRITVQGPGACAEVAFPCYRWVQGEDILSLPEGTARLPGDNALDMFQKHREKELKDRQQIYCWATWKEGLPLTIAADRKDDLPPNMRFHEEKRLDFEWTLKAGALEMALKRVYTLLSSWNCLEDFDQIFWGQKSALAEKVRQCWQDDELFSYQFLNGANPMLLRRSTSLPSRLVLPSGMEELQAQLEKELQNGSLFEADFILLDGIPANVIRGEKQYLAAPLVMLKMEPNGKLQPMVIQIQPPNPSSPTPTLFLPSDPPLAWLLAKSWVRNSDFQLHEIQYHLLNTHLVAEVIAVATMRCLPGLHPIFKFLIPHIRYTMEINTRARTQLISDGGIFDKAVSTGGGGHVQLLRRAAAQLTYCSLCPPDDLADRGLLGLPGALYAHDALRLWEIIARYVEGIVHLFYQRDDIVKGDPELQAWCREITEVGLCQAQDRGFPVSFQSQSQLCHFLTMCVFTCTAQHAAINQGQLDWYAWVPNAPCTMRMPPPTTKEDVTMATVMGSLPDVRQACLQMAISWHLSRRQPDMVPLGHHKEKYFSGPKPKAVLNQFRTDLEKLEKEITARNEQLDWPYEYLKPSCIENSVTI
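Hydroperoxide product was detected by ferrous iron/xylenol orange as the 573 to 405 nm absorbance ratio. Arachidonic acid at 40 uM (final) was turned over for 30 min at room temperature by 150 nM human 12hLO, pH 7.0 Hepes buffer, after 15 min compound preincubation.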
HP1b binding inh – blocks HP1-beta chromodomain binding to methylated histone tails; AlphaScreen HP1-beta / biotin-H3K9me3 peptide binding; AID 540317; 0.56% of 390,000 active; P83916; Potency, µM (highest dose often 114 µM), for the others: top-dose activity change, negative = inhibition, actives largely listed as inhibitors; also: potency is read from the fitted curve at half-maximal effect; nearly all actives have a fitted effect of over 70% in size; inactives centre near 23
Target sequence (P83916 whole entry, looked up): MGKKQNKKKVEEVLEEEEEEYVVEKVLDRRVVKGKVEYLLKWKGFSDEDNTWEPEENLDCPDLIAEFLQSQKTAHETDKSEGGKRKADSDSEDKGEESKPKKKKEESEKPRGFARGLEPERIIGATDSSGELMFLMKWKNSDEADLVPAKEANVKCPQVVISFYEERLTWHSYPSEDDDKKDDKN
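HP1-beta protein (50 nM final) preincubated 30 min at room temperature with biotinylated H3(1-18)K9me3 peptide (50 nM) in PBS pH 7.4, 0.01% Tween-20, then compound added for 30 min. AlphaScreen streptavidin donor/nickel chelate acceptor beads (10 ug/mL final), 30 min dark, luminescence read.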
PI4K2A block – inhibitors of human PI4K2A; 0.13% of 420,000 active; AID 1346378; activity change, negative = inhibition, % at 76.9 µM; Q9BTU6; purified PI4K2A, ADP-Glo luminescence, 1 h; hits give low values; in the data active = activity change below about -50%; inconclusive = mostly about -30% to -49%;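 also: -100% = wells without enzyme as full effect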
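PI4K2A activity was measured by ADP-Glo luminescence: enzyme (4 ug/mL stock) and phosphatidylinositol (1.2 mM stock) in Tris pH 7.5/MgCl2/EGTA/Triton X-100 buffer were reacted with ATP (300 microM stock) for one hour at ambient temperature.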
JMJD2A Tudor – inhibitors of human JMJD2A Tudor domain; O75164; AlphaScreen JMJD2A-Tudor / H3K4me3 peptide binding; Potency, µM (highest dose often 114 µM), without a hit: top-dose activity change, negative = inhibition, most hits filed as inhibitors; 4.4% of 390,000 active; AID 504339; also: potency is read from the fitted curve at half-maximal effect; % is scaled to controls: 0 for no effect and ±100 for the full control effect; nearly all actives have a fitted effect of over 50% in size
Active calls of the source: *; i = inactive; ? = inconclusive; . = not tested or not shown; & = joins results of further samples; [ ] = remark or other dose. Unless noted, calls follow the shape of the dose curve; as a rule, active = well fitted curve in the direction sought with a large enough effect; inconclusive = small, poorly fitted or top-dose-only effect, or another doubt; inactive = no such curve, though single readings can be large; an effect the other way counts as inactive or inconclusive. An excerpt (hit frequency here may not be typical).

SMILES	RGS4 inhibitor	G9a inh	GLS inh	BAZ2B block	ERG Ets-DNA blk	12-LOX inh	HP1b binding inh	PI4K2A block	JMJD2A Tudor
O=c1[nH]c(=O)n(Cc2ccccc2)c(O)c1/C=N/Nc1c(F)c(F)c(F)c(F)c1F	2%	?	15%	-2%	-1%	104%[activator]	32%	4	3%
CCCNC(=O)N1[C@H]2CC[C@@H]1C(C(=O)OC)=C(c1ccc(F)cc1OCc1ccccc1)C2	3%	9%[0.501 µM]	1%	8%	3%	.	52%[activator]	-3	-18%
CCOC(=O)C1(c2ccccc2)CCN(CCC(=O)Nc2cccc(Br)c2)CC1	10%	1%[0.501 µM]	-2%	4%	-7%	20µM*	-11%	-2	-28%
COc1cc(C2C(C#N)=C(N)Oc3cc(O)ccc32)cc(OC)c1OC (centres undefined)	19%	14%	51%[activator]	1%	.	-21%	3%	-1	-16%
CN(C)C=C1C(=O)N(C2CCCCC2)C(=O)N(C2CCCCC2)C1=O	-21%	47%[12.7 µM]	?	-6%	2%	128%[activator]	6%	6	-24%
N=C1c2ccccc2CN1NC(=O)c1ccc(Br)o1	-22%	29%	1%	-3%[57.1 µM]	16%	7%	28%	-1	-1%
c1ccc2[nH]c(CCNC3CCCCC3)nc2c1	39%	-34%	-8%	-20%	1%	-2%	31%	0	-14%
COC(=O)c1c(C)[nH]c(C(=O)C(C)[N+]23CCN(CC2)CC3)c1C (centres undefined)	3%	6%	9%	-1%	0%	-1%	12%	3	-10%
Cn1c(CNC(=O)c2ccco2)nnc1SCC(=O)N1c2ccccc2Sc2ccccc21	-29%	?	5%	-35%	9%	4%	21%	-2	-7%
Cc1ccc(Cn2cc(C=O)c3ccccc32)cc1	6%	53%[activator]	-1%	?	11%	-1%	61%[activator]	1	24%
CCOC(=O)c1c(C=O)c2ccccc2n1Cc1ccccc1F	-4%	2%	2%	26%	14%	0%	107%[activator]	-4	60%[activator]
O=C1NC(=O)N(Cc2ccccc2)C(=O)/C1=C\c1ccco1	?	35µM*	-29%	40µM*	44%[activator]	?	?	-22	?
Cc1cc(NC(=O)CSc2nc3c(c(=O)n2-c2ccc(Cl)cc2)SCC3)no1	-3%	.	?	.	.	-30%	28%	-3	-12%
CC(C)CCNC(=O)CN1C(=O)CN=C(c2ccccc2)c2ccccc21	3%	-8%[12.7 µM]	0%	1%	-6%	12%	10%	1	-14%
Cc1ccsc1C(=O)C1CCCN(Cc2cnc(N3CCOCC3)s2)C1 (centres undefined)	28%	?	-3%	3%	-1%	-13%	2%	12	-21%
Cc1ccccc1NC(=O)CCl	16%	5%	-4%	0%	-8%	8%	36%	0	-9%
O=c1[nH]c(=O)n(Cc2ccco2)c(O)c1C=NCCCn1ccnc1	-5%	21%[59 µM]	6%	2%	-2%	i	24%	15	-20%
COc1ccc(N2C(=O)NC(=O)/C(=C\c3cn(C)c4ccccc34)C2=O)cc1	-10%	25%[0.501 µM]	-2%	-9%	4%	.	30%	-4	-14%
COc1cccc(N2C(=O)NC(=O)/C(=C/c3ccc([N+](=O)[O-])s3)C2=O)c1	?	11µM*	?	35µM*	?	?	35µM*	-21	22µM*
O=C(c1cc2ccccc2oc1=O)N1CCC2(CC1)OCCO2	5%	15%[59 µM]	1%	-4%	3%	-17%	11%	-3	-13%
CCCNS(=O)(=O)c1ccc(OCC(=O)N2CCN(Cc3ccc4c(c3)OCO4)CC2)cc1	29%	-1%[59 µM]	10%	9%	-13%	1%	13%	6	-15%
CCCCCCCCn1sccc1=O	-137%	4%[0.501 µM]	?	?	-3%	45µM*	58%[activator]	1	-16%
CCn1nc(/C=C/c2ccccc2)nc2c(=O)n(C)c(=O)nc1-2	-15%	.	-4%	-1%	7%	-30%	2%	-69*	-31%
Cc1ccc(C2N3CCCN23)cc1 (centres undefined)	16%	12%	2%	-3%	2%	12%	-7%	3	-15%
O=C(CCCc1ccccc1)NCCc1cnc[nH]1	33%	13%	1%	2%	-5%	0%	18%	9	-15%

Overlap with the part before: 2 entries; new compounds follow.
SMILES	RGS4 inhibitor	G9a inh	GLS inh	BAZ2B block	ERG Ets-DNA blk	12-LOX inh	HP1b binding inh	PI4K2A block	JMJD2A Tudor
Cc1ccc(C2N3CCCN23)cc1 (centres undefined)	16%	12%	2%	-3%	2%	12%	-7%	3	-15%
O=C(CCCc1ccccc1)NCCc1cnc[nH]1	33%	13%	1%	2%	-5%	0%	18%	9	-15%
COc1ccc(CN2CCCC(C(=O)c3ccc(Cl)cc3)C2)c(OC)c1 (centres undefined)	?	22%[0.501 µM]	-5%	-5%	-8%	-5%	-13%	-2	?
COc1ccc(/C=C2\C(=N\O)C3CCN2CC3)cc1	19%	-6%[59 µM]	11%	1%	0%	-11%	39%[activator]	2	-15%
CC1(C)N=C(c2ccccc2)[C@@H]2C(c3ccc([N+](=O)[O-])cc3)N21 (some centres undefined)	-13%	-14%[59 µM]	2%	-4%	0%	-20%	20%	-2	-12%
CCC(=O)O[C@H]1CC[C@H]2[C@@H]3CCC4=CC(=O)CC[C@]4(C)[C@H]3CC[C@]12C	-3%	31%[21.5 µM]	-15%	.	19%	-10%	64%[activator]	4&-3	-3%
Cn1cc(/C=C(\C(=O)O)C(C(=O)O)=C2CCCCC2)c2ccccc21	?	32µM*	-23%	?	16%	-29%	-20%	-1	?
Cc1cccc(CN2CCCC(C(=O)c3cccc(OC(C)C)c3)C2)n1 (centres undefined)	-10%	7%	-2%	-26%	7%	6%	50%[activator]	-1	-15%
CC(COc1ccccc1)N(CCCl)Cc1ccccc1 (centres undefined)	-21%[56.9 µM]	?	16%&11%	-4%	17%	?	81%[activator]	1&-5&-9	-34%
O=C1NC(=O)C(Cc2ccccc2)(Cc2ccccc2)C(=O)N1	-32%	.	-2%	.	.	0%	30%	-7	-3%
CCC(=O)c1cn(Cc2ccccc2)c2ccccc12	8%	198%[activator]	-3%	46%[activator]	-5%	11%	87%[activator]	6	38%[activator]
CC(=NCC1CCCO1)c1c(O)n(Cc2ccccc2)c(=O)[nH]c1=O (centres undefined)	4%	-22%[59 µM]	2%	-3%	-8%	0%	31%	-3	-15%
CCOC(=O)c1c(P(=O)(N2CCOCC2)N2CCOCC2)noc1N	-3%[11.4 µM]	-26%	-22%	9%	3%	-25%	70%[activator]	-15	-2%[11.4 µM]
C[C@]12CC[C@@H]3c4ccc(O)cc4C(=O)C[C@H]3[C@@H]1CC[C@@H]2O	3%	3%[59 µM]	20%	?	-3%	-13%	16%	-1	-24%
O=c1[nH]c(=O)n(Cc2ccccc2)c(O)c1C=Nc1ccc(CN2CCOCC2)cc1	3%	?	7%	43%[activator]	5%	-8%	21%	1	-7%
CC(C)[N+](C)(CCC(C(N)=O)(c1ccccc1)c1ccccc1)C(C)C	-46%	-74%[2.33 µM]	-1%	-18%	-15%	?	?	0&-28	25µM*
CNC(=O)Oc1ccccc1C1CCCCC1	18%	.	2%	.	-5%	7%	13%[57 µM]	5	2%
CCC(C#N)(CC)P(=S)(c1ccccc1)c1ccccc1	-11%	43%[59 µM]	-9%	38%	-1%	-16%	115%[activator]	-1	88%[activator]
CC1CCCC(NC(=O)COC(=O)Cc2ccccc2)C1C (centres undefined)	-6%	7%	2%	6%	1%	-13%	27%	0	-5%
O=C(CN1CC(c2ccccc2)CC1=O)Nc1cccc(F)c1 (centres undefined)	-28%	-36%	2%	-13%	3%	408%[activator]	2%	0	-20%
O=C(Nc1ccccc1C(=O)N/N=C/c1ccco1)c1ccccc1Cl	-33%	49%	1%	-6%[57.1 µM]	-3%	0%	49%[activator]	1	-6%
CCCCCn1c(=O)c(C(=O)Nc2cccc(C)c2)c(O)c2ccccc21	-8%	.	4%	1%	-6%	15%	113%[activator]	1	13%
Cn1cc(C(=O)OCC(=O)N2CCCCC2)c2ccccc21	-3%	11%[12.7 µM]	0%	-16%	-5%	188%&-6%[activator]	38%	-1	7%
CCC(=O)C(CCN1CCOCC1)(c1ccccc1)c1ccccc1	6%	.	-10%	.	3%	155%[activator]	29%	-6	-7%
COc1ccc(N2C(=O)NC(=O)/C(=C\c3ccc([N+](=O)[O-])s3)C2=O)cc1	?	7.9µM*	13µM*	32µM*	161%[activator]	45µM*	22µM*	0	22µM*
Cc1n[nH]c(C)c1CCN	19%	28%[59 µM]	32%	5%	4%	427%[activator]	26%	1	12%
N#Cc1c(N2CCNCC2)nc(-c2ccco2)c2c1CCCC2	-5%	8%	-3%	0%	15%	0%	36%	-2	-2%
COC(=O)C1=C(c2ccc(OCc3ccccc3)cc2)C[C@@H]2CC[C@H]1N2C(=O)NCCCc1ccccc1	21%	25%[2.33 µM]	-3%	1%	-3%	3%	24%	-1	-21%
O=C(Cc1ccccc1)OCCN1CCOCC1	18%	-7%[59 µM]	7%	2%	-2%	-11%	12%	1	-25%
O=C1/C(=C/c2ccccc2Cl)N2CCC1CC2	0%[11.4 µM]	-20%	-11%	-10%	6%	-8%	6%	-1	-1%[11.4 µM]
O=[N+]([O-])c1cnc[nH]1	3%	-15%[59 µM]	1%	3%	2%	13%	6%	5	-17%
C[C@]12CCC3C(CC[C@H]4C[C@@H](O)CC[C@]34C)C1CC[C@@H]2N (some centres undefined)	15%	.	4%	.	0%	11%	22%	-2	-23%
